Hck-Nef inh: inhibitors of human Hck kinase activated by Nef. P08631. Recombinant Hck-YEEI plus Nef, Z-Lyte FRET kinase assay. inhibition, % at 20 µM. 220,000 tested, 0.68% active;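 active = Hck-Nef kinase inhibition above about 50%, limit read from the data; inactive = inhibition below that limit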;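 also: 0% = DMSO with Hck plus Nef and 100% = Hck alone without Nef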
Rad51 HR inh: blocks human Rad51 in homologous recombination | Q06609 | hRad51 DNA strand exchange, fluorescence dequenching | inhibition, % at 10 µM | 200,000 tested, 0.085% active;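 active = inhibition above 40% at the single screening dose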;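 also: 0% = DMSO control wells and 100% = blanks with heterologous ssDNA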
Target sequence (Q06609 whole entry, looked up): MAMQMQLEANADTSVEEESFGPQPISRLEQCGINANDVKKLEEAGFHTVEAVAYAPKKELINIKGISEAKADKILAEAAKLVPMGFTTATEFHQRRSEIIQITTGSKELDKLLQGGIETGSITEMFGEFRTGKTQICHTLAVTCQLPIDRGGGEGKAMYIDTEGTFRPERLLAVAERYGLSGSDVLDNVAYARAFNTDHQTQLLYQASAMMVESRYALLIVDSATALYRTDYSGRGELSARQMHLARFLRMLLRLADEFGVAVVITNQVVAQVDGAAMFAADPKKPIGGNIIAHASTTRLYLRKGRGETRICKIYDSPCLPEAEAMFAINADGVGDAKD
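Material: hRad51 filaments on single-stranded DNA; Reagent: Donor/quencher-labelled 47-bp dsDNA substrate; Compound: 10 µM final, single point; Schedule: 37 °C 15-min filament assembly, 30-min compound preincubation, 15-min exchange; Technique: FRET fluorescence, excitation 485 nm, emission 520 nm; Benchmarks: control wells and blank wells on each plate.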
FXIIa inh 1536: inhibitors of human coagulation factor XIIa | purified FXIIa, Boc-QGR-AMC fluorogenic substrate, 2 h | inhibition, % at 5 µM | 220,000 tested, 0.3% active | AID 800; in the data active = inhibition above about 40%;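 also: 0% = enzyme with no compound and 100% = blank without enzyme; many of its hits are not listed in these tables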
Thrombin inh: thrombin (human) inhibition; P00734; alpha-thrombin, Boc-VPR-AMC fluorogenic substrate cleavage; inhibition, % at 5 µM; 220,000 tested, 0.26% active;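 active = inhibition at or above 40%; inactive = inhibition below 40%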;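 also: 0% = enzyme with no compound and 100% = wells without enzyme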
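System – human alpha-thrombin protein · Reagent – Boc-VPR-AMC substrate, 15 µM final · Compound – 5 µM single dose in 0.2% DMSO · Schedule – reaction at room temperature · Technique – AMC fluorescence at 355 nm excitation and 460 nm emission · Read-out basis – % inhibition relative to enzyme controls and enzyme-free blanks · Control set – no-compound enzyme wells and no-enzyme blanks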
FXIa inh: inhibitors of human coagulation factor XIa; P03951; purified FXIa, Boc-Glu-Ala-Arg-AMC fluorogenic substrate; inhibition, % at 5 µM; 220,000 tested, 0.14% active; AID 798;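 active = inhibition of at least 40%; inactive = inhibition below 40%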;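 also: fluorescence of freed AMC excited at 355 nm; 0% = enzyme without compound and 100% = no enzyme blank; many of its hits are not listed in these tables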
Target sequence (P03951 19-387 limits assumed): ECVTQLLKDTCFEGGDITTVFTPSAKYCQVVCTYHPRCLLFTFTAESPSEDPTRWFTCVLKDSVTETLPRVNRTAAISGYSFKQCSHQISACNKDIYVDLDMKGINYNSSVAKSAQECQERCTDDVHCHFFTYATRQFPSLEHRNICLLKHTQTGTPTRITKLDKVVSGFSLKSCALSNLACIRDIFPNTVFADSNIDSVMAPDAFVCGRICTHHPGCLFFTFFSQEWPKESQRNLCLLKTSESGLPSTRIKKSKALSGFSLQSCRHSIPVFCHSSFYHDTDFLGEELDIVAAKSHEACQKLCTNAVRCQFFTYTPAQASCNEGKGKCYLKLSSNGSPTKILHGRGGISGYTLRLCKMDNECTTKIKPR
Target sequence (P03951 388-625 limits assumed): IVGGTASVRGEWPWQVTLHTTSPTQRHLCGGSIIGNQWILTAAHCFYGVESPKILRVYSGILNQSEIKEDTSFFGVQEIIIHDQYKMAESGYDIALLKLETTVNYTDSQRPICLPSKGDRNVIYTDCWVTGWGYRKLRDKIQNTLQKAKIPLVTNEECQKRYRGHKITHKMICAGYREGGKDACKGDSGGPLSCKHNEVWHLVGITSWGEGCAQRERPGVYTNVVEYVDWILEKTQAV
L929 necroptosis: blocks zVAD induced death of L929 cells. AID 1377. 220,000 tested, 0.38% active. viability rescue, % at 10 µM. L929 zVAD necroptosis rescue, ATP luminescence, 24 h; with zVAD 60 µM;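 active = activation, scaled between plate controls, above about 75%, limit read from the data; inactive = activation under that limit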;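 also: 0% = zVAD with DMSO and 100% = DMSO alone without zVAD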
TNF necrop inh: TNF-alpha cell death inhibition in Jurkat FADD-/- cells; Jurkat FADD-/- TNF necroptosis rescue, ATP luminescence, 24 h; 0 = TNF only, 100 = no-TNF cells; activation (protection from cell death), % at 10 µM; 220,000 tested, 0.068% active; AID 463075;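 active = activation, meaning protection from cell death, of at least 50% relative to plate controls; inactive = activation below 50%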;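 also: necroptosis triggered by 40 ng/mL TNF-alpha added together with compound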
KCC2 mod: KCC2 (human) Cl- transport modulation; Q9H2X9; KCC2 cells, thallium flux FluoZin-2 fluorescence; B-score of Tl+ flux slope (higher = more flux/activation; lower = inhibition) at 10 µM; 190,000 tested, 2.2% active; AID 1456;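 active = thallium flux slope and its plate-corrected score both differing from the plate sample mean at a set confidence after two filtering rounds, in either direction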;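 also: slope of fluorescence scaled to starting intensity during 10 to 20 s after thallium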
hK5 inh: kallikrein 5 (human) inhibition; Q9Y337; recombinant hK5, fluorogenic AMC substrate cleavage; inhibition, % at 5 µM; 210,000 tested, 0.59% active; AID 873;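 active = inhibition of 40% or more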;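 also: 0% = enzyme controls without compound and 100% = no-enzyme blanks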
* hit, by the source's call; . = no result given. Not all compounds are listed; the hit share may differ from the screen's.

canonical_smiles	Hck-Nef inh	Rad51 HR inh	FXIIa inh 1536	Thrombin inh	FXIa inh	L929 necroptosis	TNF necrop inh	KCC2 mod	hK5 inh
Cc1nc(NC(N)=S)sc1C(=O)Nc1ccccc1	0	-8	9	0	3	-0.3	-1.0	-0.89	-3
CCCCNC(=O)c1sc(=S)n(-c2ccccc2OC)c1N	0	4	11	0	0	0.4	1.2	-0.48	-2
CCCNC(=O)c1ccc(SC)cc1OC	-4	4	3	-3	-1	1.7	-2.4	-0.082	4
Cc1onc(-c2ccccc2Cl)c1C(=O)Nc1cc(=O)n(C)c(=O)n1C	0	-7	.	.	.	0.4	-1.0	0.47	.
CCOC(=O)c1ccc2c(c1)nc(SCC(=O)NC(C)C)n2CC	2	1	-2	-3	8	-0.2	0.4	-0.16	1
C/C(N)=C(/C#N)C(=O)CSc1nnc(Nc2ccccc2C)s1	0	-3	11	-1	0	0.0	-0.7	0.53	-3
CCOC(=O)CNC(=O)C1c2ccccc2C(=O)N(c2ccc(OC)cc2)C1c1ccc(OC)cc1 (stereo not drawn)	-2	-1	6	-4	-1	-0.6	-1.2	.	-1
CCC(O)C1CCN(C(=O)c2cc(COc3ccc4ncccc4c3)on2)CC1 (stereo not drawn)	17	5	-1	-7	-6	-1.0	-6.7	-0.13	-6
FC(F)(F)c1ccccc1-n1c(-c2cnccn2)n[nH]c1=S	-48	.	7	-2	0	1.2	0.2	0.09	-2
CNS(=O)(=O)c1cccc(C(=O)Nc2cccnc2)c1	4	5	-4	-6	-6	0.9	0.7	0.58	13
CC(=O)Oc1ccc(-c2ccc(C(=O)O)cc2)cc1	-1	-5	0	-7	-14	-0.2	-1.9	-0.38	5
COc1ccc(NC(=O)CC2(Cc3ccccc3)CCOC(C)(C)C2)cc1 (stereo not drawn)	1	.	8	1	3	1.1	3.2	0.6	-2
CC1CC2=C(NC(=S)NC2c2cccc(F)c2)/C(=C/c2cccc(F)c2)C1 (stereo not drawn)	23	-1	8	-2	6	-0.9	-2.6	0.47	11
Cc1cc(C)n2c(nc3ccccc32)c1C(=O)NCc1ccccc1	26	19	5	7	1	3.0	0.7	-0.98	-3
COc1ccc(NC(=O)COc2ccccc2C#N)c(S(=O)(=O)N2CCCCC2)c1	-4	-3	15	6	3	3.0	-2.7	-1.5	-20
O=C(Nc1ccc(N2CCN(c3ncccc3C(F)(F)F)CC2)nc1)c1cccs1	-8	-11	6	-2	2	11	-12	-1.7	3
COc1cc(Br)cc(CNc2ccc(F)c([N+](=O)[O-])c2)c1O	7	1	3	3	-4	0.6	-1.1	-1.3	-6
COc1ccc(S(N)(=O)=O)cc1C(N)=O	10	-29	4	-2	-1	4.9	-0.1	0.32	4
Cc1cc(C)n2c(SCCC(C)C)nnc2n1	-5	0	3	-3	-19	-0.2	-0.2	-0.93	-4
Cc1ccc(CO/N=C\Cc2snc(Sc3ncc(C(F)(F)F)cc3Cl)c2C#N)cc1	-2	-19	11	-2	0	-0.5	-3.4	-0.34	-5

Already shown: entries from further up.
canonical_smiles	Hck-Nef inh	Rad51 HR inh	FXIIa inh 1536	Thrombin inh	FXIa inh	L929 necroptosis	TNF necrop inh	KCC2 mod	hK5 inh
Cc1nc(NC(N)=S)sc1C(=O)Nc1ccccc1	0	-8	9	0	3	-0.3	-1.0	-0.89	-3
CCCCNC(=O)c1sc(=S)n(-c2ccccc2OC)c1N	0	4	11	0	0	0.4	1.2	-0.48	-2
CCCNC(=O)c1ccc(SC)cc1OC	-4	4	3	-3	-1	1.7	-2.4	-0.082	4
Cc1onc(-c2ccccc2Cl)c1C(=O)Nc1cc(=O)n(C)c(=O)n1C	0	-7	.	.	.	0.4	-1.0	0.47	.
CCOC(=O)c1ccc2c(c1)nc(SCC(=O)NC(C)C)n2CC	2	1	-2	-3	8	-0.2	0.4	-0.16	1
C/C(N)=C(/C#N)C(=O)CSc1nnc(Nc2ccccc2C)s1	0	-3	11	-1	0	0.0	-0.7	0.53	-3
CCOC(=O)CNC(=O)C1c2ccccc2C(=O)N(c2ccc(OC)cc2)C1c1ccc(OC)cc1 (stereo not drawn)	-2	-1	6	-4	-1	-0.6	-1.2	.	-1
CCC(O)C1CCN(C(=O)c2cc(COc3ccc4ncccc4c3)on2)CC1 (stereo not drawn)	17	5	-1	-7	-6	-1.0	-6.7	-0.13	-6
FC(F)(F)c1ccccc1-n1c(-c2cnccn2)n[nH]c1=S	-48	.	7	-2	0	1.2	0.2	0.09	-2
CNS(=O)(=O)c1cccc(C(=O)Nc2cccnc2)c1	4	5	-4	-6	-6	0.9	0.7	0.58	13
CC(=O)Oc1ccc(-c2ccc(C(=O)O)cc2)cc1	-1	-5	0	-7	-14	-0.2	-1.9	-0.38	5
COc1ccc(NC(=O)CC2(Cc3ccccc3)CCOC(C)(C)C2)cc1 (stereo not drawn)	1	.	8	1	3	1.1	3.2	0.6	-2
CC1CC2=C(NC(=S)NC2c2cccc(F)c2)/C(=C/c2cccc(F)c2)C1 (stereo not drawn)	23	-1	8	-2	6	-0.9	-2.6	0.47	11

(listing goes on)
canonical_smiles	Hck-Nef inh	Rad51 HR inh	FXIIa inh 1536	Thrombin inh	FXIa inh	L929 necroptosis	TNF necrop inh	KCC2 mod	hK5 inh
CC1CC(C)(C)NCc2ccccc21 (stereo not drawn)	6	0	13	-2	3	0.7	1.7	.	2
COc1ccc(NC(=O)CN2C(=O)CC(C)(C)S(=O)(=O)c3ccccc32)cc1	3	-6	7	-11	-3	0.2	-0.6	0.99	-6
O=C(CN(Cc1ccccc1)C1=NCCS1)c1ccc(Cl)cc1	3	-10	6	-3	9	0.0	1.6	0.48	-2
CSc1nnc2n(-c3ccccc3)c(=O)c3c4c(sc3n12)CCC4	2	-2	18	1	-1	-0.4	-5.1	-0.14	1
Cc1ccc(/C=C/C(=O)Nc2ccc([N+](=O)[O-])c(NC(=O)/C=C/c3ccc(C)o3)c2)o1	79*	23	10	-1	7	0.9	0.8	0.94	-38
O=C(CNS(=O)(=O)c1cccs1)NCc1ccccc1	20	9	1	-15	-5	3.0	1.5	-1.2	-3
Cc1[nH]c(=S)sc1Cc1ccc(F)cc1	0	13	5	-3	6	-0.8	0.5	40*	-9
COc1ccc(NC(=O)COc2ncnc3ccccc23)cc1S(=O)(=O)N1CCOCC1	20	3	7	-2	-1	2.8	-0.7	-1.4	13
COC(=O)c1ccc(-c2sc3nc(N4CCOCC4)c4c(c3c2N)CCCC4)o1	2	-9	-14	-10	-20	-0.2	-3.0	-0.074	-59
O=C(O)c1ccc(NC(=S)N2CCCCC2)cc1	18	-3	7	-12	1	1.4	0.4	0.0036	0
COC1(OC)N=C(N)C2(C#N)C(c3ccc4c(c3)OCO4)C12C#N (stereo not drawn)	4	-4	8	0	-1	-0.7	-12	-0.12	-1
COc1cc(NC(=O)c2ccccn2)cc(OC)c1OC	1	-21	3	-6	-4	-0.4	0.1	0.84	-6
Cc1cc(C)n(-c2nc3nonc3nc2-n2nc(C)cc2C)n1	-2	-9	13	-3	24	-0.1	-0.2	-0.36	-17
CN(C[C@@H](CC1CCCCC1)N(C[C@H](Cc1ccccc1)N(CCc1ccccc1)N=O)N=O)N=O	-16	1	15	1	2	-0.6	3.1	2.2	5
Cc1ccc(CNC(=O)CCSCCC(=O)NCc2ccc(C)cc2)cc1	-3	7	4	-7	-4	0.8	0.3	1.9	-3
COc1ccc(CCNC(=O)CCN2C(=O)COc3ccccc32)cc1OC	0	-3	-3	-8	-1	0.9	2.8	0.85	2
COc1ccc(N(C(C)C(=O)NCc2ccco2)S(C)(=O)=O)cc1 (stereo not drawn)	2	12	18	1	2	0.2	0.5	0.099	-13
O=C(CCS(=O)(=O)CCN1CCOCC1)NCNC(=O)CCS(=O)(=O)CCN1CCOCC1	21	.	3	-2	-4	1.5	-0.2	0.52	-4
CN(c1ccc(C(=O)NC2CC3CCC2C3)cc1)S(C)(=O)=O (stereo not drawn)	1	4	19	0	3	0.2	-0.2	0.18	4
CCOC(=O)C1CCCN(C(=O)COC(=O)c2cc(=O)c3ccccc3o2)C1 (stereo not drawn)	2	1	23	1	4	0.1	0.4	2	-9
O=C(O)C1C2C=CC3(CN(Cc4ccco4)C(=O)C13)O2 (stereo not drawn)	1	3	11	1	0	0.6	-0.1	.	14
O=c1cc(-c2ccccc2)nc(/C=C/c2ccccc2)[nH]1	12	15	7	-1	-2	0.6	-1.1	0.0017	2
O=C(COC(=O)c1cccc(C(=O)OCC(=O)NC2CCCCC2)n1)NC1CCCCC1	0	4	8	-8	2	-0.1	-2.3	0.39	-28
O=C(c1ccco1)N1CCN(C(c2cccs2)c2nnnn2C2CCCC2)CC1 (stereo not drawn)	0	-5	1	-7	-2	0.1	0.9	0.54	-2
CCc1nc(-c2ccccc2O)n(-c2ccccc2)n1	5	1	9	-2	-4	0.8	-0.7	-0.35	0
Cc1ccc(/C=N/NC(=O)c2cc3c(ccc4ccccc43)o2)cc1[N+](=O)[O-]	6	.	16	5	4	1.0	-0.8	0.7	-15
Cc1nnc(NC(=O)CSc2nc3c(c(=O)n2CCc2ccccc2)SC(C)C3)s1 (stereo not drawn)	-2	0	9	-3	-2	0.6	2.6	0.053	-4
COc1ccc(CNC(=O)Nc2cccc(C(F)(F)F)c2)cc1OC	1	-7	7	-9	0	1.6	1.5	-1.2	-5
CCOC(=O)c1cnc2cc3c(cn2c1=O)CCCC3	1	.	12	1	0	11	0.6	-0.051	-65
Cc1cc(C)nc(Nc2n[nH]c(-c3ccc(C(C)(C)C)cc3)n2)n1	15	3	4	-6	-6	37	0.1	0.27	-6
COc1ccc(/C=C2\N=C(c3ccccc3Cl)NC2=O)cc1	28	8	4	1	2	2.6	-11	1.1	2
COc1cccc(C2NC(CC(C)C)(C(=O)O)C3C(=O)N(Cc4ccccc4)C(=O)C23)c1O (stereo not drawn)	-5	2	-1	-10	-6	2.8	-0.4	0.056	-28
COc1cccc(C(=O)Nc2cnc(NC(=O)c3ccco3)cc2C)c1	1	5	11	2	0	-0.1	0.2	.	-18
CCc1ccc(C(=O)c2cncc(Br)c2)cc1	5	2	2	-3	-3	0.8	0.3	0.017	3
COc1ccc(Cn2c(=O)[nH]c3cc(C(=O)NCc4ccc5c(c4)OCO5)ccc3c2=O)cc1	6	.	5	3	3	0.4	-1.3	-0.016	-23
CCOc1ccc(CCNC(=O)C2CCN(S(=O)(=O)N3CCC(C)CC3)CC2)cc1OCC	2	.	11	2	7	.	0.6	-0.24	-6

Screening results deposited in PubChem BioAssay by several laboratories.
